MMP-13 inhibitor: MMP13 (human) collagenase inhibition; P45452; MMP-13 fTHP FRET cleavage, Mca fluorescence; inhibition, % at 4 µM; hit rate 0.07% among 65,000; AID 570;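 active = inhibition above the mean of compound-free control plate wells plus 3 SD, cut at about 14% in these data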;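 also: 0% = DMSO wells and 100% = wells with reference MMP-13 inhibitor after basal subtraction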
PKA kinase inh: inhibitors of human protein kinase A; PKA Kemptide phosphorylation, Kinase-Glo ATP luminescence; inhibition, % at 6 µM; hit rate 0.1% among 65,000; AID 524;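 active = inhibition above the screen-wide mean inhibition plus 3 SD, cut at about 21% in these data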; also: many of its hits are not listed in these tables
Fluor 339 460: intrinsic fluorescence of library compounds, ex339/em460 – biochemical, MLSMR library, data from DPM-DC assay, artefact control, profiling panel; compound autofluorescence, ex339/em460 nm, NADH buffer; hits give high values; 1 = no-compound wells, NADH background; fluorescence fold increase at 10 µM; hit rate 5.5% among 65,000;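 active = at 10 µM, mean starting fluorescence two-fold or more over control wells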;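 also: signal is the first read of a kinetic run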
tolC growth inh: growth inhibitors of E. coli BW25113 tolC mutant | OD615 | growth inhibition, % at 10 µM (by protocol) | hit rate 2.2% among 65,000 | AID 573;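 active = growth inhibition at or above a cutoff equal to the mean over every tested compound plus 3 SD, cut at about 60% in these data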;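 also: growth measured after 20 h incubation at 37 °C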
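test system = E. coli BW25113 ΔtolC::kan bacteria | medium = LB with kanamycin 50 µg/mL | signal = OD at 615 nm | schedule = 37 °C, 20 h exposure | evaluation = % inhibition of E. coli growth | compound dosing = one dose of 10 µM final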
Abs 340nm: compounds absorbing at 340 nm. compound absorbance at 340 nm, fold over control. fold change at 10 µM. 65,000 tested, under 10 active;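 active = at 10 µM dose, initial 340 nm absorbance at least 2 fold that of control wells; inactive = change under 2 fold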;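 also: initial absorbance extrapolated from kinetic A340 decline of NADH oxidation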
NADH enzymes: inhibition of NAD/NADH coupling enzymes, library profiling; coupled PK/LDH NADH assays, four targets; IC50, µM (highest dose often 10 µM), for the others: at the top dose inhibition; hit rate 0.02% among 65,000;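 active = single-dose screening hits from any of four coupled enzyme assays that gave an IC50 when retested across doses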;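 also: the DPM-DC format reads NADH fluorescence rather than 340 nm absorbance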
ROCK2 inh: ROCK2 (human) kinase inhibition; O75116; purified ROCK2, Kinase-Glo ATP depletion luminescence; inhibition, % at 6 µM; hit rate 0.35% among 60,000; AID 604;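 active = inhibition above the screen-wide mean inhibition plus 3 SD, cut at about 18% in these data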;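 also: plate controls were DMSO wells for no effect and Y-27632 control wells after no-enzyme background subtraction for full effect; many of its hits are not listed in these tables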
JNK3 inh: inhibitors of human JNK3 kinase. purified JNK3 kinase activity, HTS. inhibition, % at 8 µM. hit rate 0.61% among 60,000; in the data active = inhibition above about 17%;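 also: 0% = DMSO and 100% = reference inhibitor; many of its hits are not listed in these tables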
Target sequence (P53779 whole entry, looked up): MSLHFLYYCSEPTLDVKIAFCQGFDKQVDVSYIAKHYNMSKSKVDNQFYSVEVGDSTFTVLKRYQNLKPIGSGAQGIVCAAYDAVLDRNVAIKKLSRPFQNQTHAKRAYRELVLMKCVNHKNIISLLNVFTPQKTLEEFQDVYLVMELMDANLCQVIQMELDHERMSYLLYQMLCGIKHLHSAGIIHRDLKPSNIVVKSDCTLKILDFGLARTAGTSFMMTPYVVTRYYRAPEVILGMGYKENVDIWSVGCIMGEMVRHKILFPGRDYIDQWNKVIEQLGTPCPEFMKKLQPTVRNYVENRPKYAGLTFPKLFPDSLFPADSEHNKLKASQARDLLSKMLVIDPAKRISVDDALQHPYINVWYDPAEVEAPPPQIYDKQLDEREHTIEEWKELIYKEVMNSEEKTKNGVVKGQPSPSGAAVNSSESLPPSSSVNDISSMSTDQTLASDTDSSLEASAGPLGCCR
HEK293 NFkB inh: inhibitors of the PMA/ionomycin-induced NF-kB reporter in HEK293 cells; inhibition, % at 3 µM; HEK-293 NF-kB luciferase reporter, luminescence; AID 465; hit rate 0.21% among 62,000;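 active = inhibition above the mean of all tested compounds plus 3 SD, cut at about 40% in these data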;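 also: 0% = stimulated DMSO wells and 100% = 10 µM reference inhibitor 5653914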
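System: NF-kB luciferase reporter HEK-293 cells | Replication: Single test | Control set: DMSO vs reference inhibitor | Evaluation: % inhibition | Schedule: 1 h pretreatment, 16 h stimulation, 37 °C | Probe or stimulus: PMA with ionomycin | Compound dosing: One dose, 3 µM | Detection: Luciferase luminescence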
The depositor's hits bear a star; x = not tested or not shown; [ ] = dose if it differs, or a comment. These rows are one share of the data (hit frequency here may not be typical).

SMILES	MMP-13 inhibitor	PKA kinase inh	Fluor 339 460	tolC growth inh	Abs 340nm	NADH enzymes	ROCK2 inh	JNK3 inh	HEK293 NFkB inh
Cc1cc(C)c(C#N)c(SCC(=O)N2CCN(Cc3ccccc3)CC2)n1	1.6	4.8	1.06	8.6	1	12.0%	11.2	-6.2	x
CC1CCCCC1NC(=O)CN1CCN(Cc2ccccc2Cl)C1=O (stereo unspecified)	3.8	9.3	1	3.8	0.99	3.0%	x	x	13.2
COc1ccc(C)cc1-n1nnnc1SC/C(O)=C(\C#N)c1nc2ccccc2[nH]1	1.4	1.7	1.05	10.2	1.05	1.0%	x	x	13.1
COc1cc(C2C(C#N)=C(N)Oc3cc(N)ccc32)cc(OC)c1OC (stereo unspecified)	4.7	0.9	1.11	9.0	1.01	1.0%	8.1	3.8	x
O=C1c2ccccc2C(=O)N1CCCCN(C(=O)c1ccco1)c1ccc(Cl)cc1	1.5	-10.3	1.08	44.5	1.05	6.0%	-0.5	-10.3	9.5
COc1ccc(-c2noc(-c3ccco3)n2)cc1OC	8.9	8.9	1.13	-0.8	1.05	0.0%	7.4	2.1	-40.3
O=C(CSCCO)Nc1cc(C(F)(F)F)ccc1Cl	1.7	9.4	1.08	-8.9	1.07	2.0%	7.2	2.5	5.2
CCOc1ccccc1C(=O)Nc1nnc(CC)s1	3.3	-8.4	1.03	-5.9	1	1.0%	2.4	-2.8	8.7
Cc1ccccc1C(=O)Nc1ccc(S(=O)(=O)N2CCN(C)CC2)cc1	-0.5	6.0	1.07	-7.0	1.05	14.0%	2.6	-0.1	3.0
O=C(Nc1ccccc1C(=O)NC1CCCC1)NC1CCCC1	1.3	11.3	1	-5.6	1.01	6.0%	4.0	3.7	16.0
CCOC(=O)C1=C(C)N(C)C(C)=C(C(=O)OCC)C1c1ccccn1	3.6	6.4	0.99	-7.6	1.06	6.0%	6.6	-0.8	11.8
CN(C)c1ccc(/C=C/C(O)=C2/C(=O)N(C)C3(C)CC2c2ccccc2O3)cc1 (stereo unspecified)	6.9	2.1	1.18	23.0	1.02	2.0%	-1.1	-3.5	17.2
COc1ccc(OC)c(C2=NOC(C(=O)NCC3CCCO3)C2)c1 (stereo unspecified)	1.2	8.4	1.43	-1.8	1.04	2.0%	6.5	-6.5	18.4
Cc1ccc(C)c(N2CCN(C(=O)CCNC(=O)Cn3ccc4ccccc4c3=O)CC2)c1	1.6	8.9	1.22	8.1	1.02	0.0%	1.6	0.7	18.8
O=C1CC(N2CCC(c3nc4ccccc4o3)CC2)C(=O)N1c1ccc(Cl)c(C(F)(F)F)c1 (stereo unspecified)	2.2	5.5	1.1	35.4	1.03	6.0%	5.4	-2.3	15.4
CCCc1cc(=O)oc2cc(Oc3ncccn3)ccc12	-19.6	-1.9	3.39*	-5.3	1.05	16.0%	-5.6	-3.5	12.4
CCOC(=O)C1=C(C)N=c2s/c(=C3\C(=O)Nc4ccccc43)c(=O)n2C1c1ccc2c(c1)OCO2 (stereo unspecified)	-3.2	3.4	1.02	9.6	1.1	4.0%	4.7	-4.3	4.0
O=C(N1CCOCC1)N1CCN(c2nc(-c3ccccc3)cs2)CC1	5.2	-4.4	1.01	-6.3	1.04	6.0%	-0.9	-2.5	1.5
COc1ccc(C(=O)N2CCN(c3nc4ccccc4o3)CC2)cc1OC	2.4	0.6	1.05	-6.3	1.03	7.0%	2.7	-1.2	11.2
Cc1ccc(CCNC(=O)C2CCCN(S(=O)(=O)c3c(C)nn(C)c3C)C2)cc1 (stereo unspecified)	8.1	-9.4	1.07	-11.5	1.01	3.0%	0.3	-6.5	1.2
Cc1c(C#N)c2ncnc(N)c2n1-c1ccccc1	-0.4	10.8	1.07	-14.0	1	6.0%	2.9	6.1	8.4
CCN1C(=O)c2ccccc2Sc2ccc(C(=O)NCCN3CCOCC3)cc21	9.7	5.2	1.08	-2.5	1.02	7.0%	-2.3	-0.1	8.4
Nc1cc(C(=O)OCC(=O)NCC2CCCO2)ccc1Cl (stereo unspecified)	-8.2	7.1	1.92	-20.6	1.01	13.0%	6.1	8.8	21.1
c1ccc(Cn2nnc3cnccc32)cc1	10.2	8.6	1.02	-3.3	0.94	9.0%	0.1	3.9	14.1
CCOc1ccc(NC(=O)c2cc3n(n2)C(C(F)(F)F)CC(c2ccco2)N3)cc1 (stereo unspecified)	-0.1	-1.6	1.11	8.9	1.02	3.0%	2.7	6.1	0.4
COC(=O)c1ccc(CSc2nc3ccccc3s2)o1	-2.6	2.0	1.03	58.4	1	3.0%	6.8	0.8	-9.2
CC(=O)c1ccc(OCC(O)CN2CCN(c3ccccn3)CC2)cc1 (stereo unspecified)	-3.0	3.4	1.06	-7.6	1.02	3.0%	-0.4	0.4	11.8
CCn1c(Cn2nnc(-c3ccccc3)n2)nnc1SCC(=O)Nc1cccc(C(C)=O)c1	-0.6	1.4	1.11	10.9	1.01	8.0%	5.3	2.9	-0.4
O=C(Nc1ccc2c(c1)CCC2)c1cnccn1	0.0	1.4	1.1	-7.5	1.03	4.0%	1.4	3.0	-43.6
N#Cc1cnn(CC2CCCCC2)c1N	3.2	4.5	1.07	-8.1	1.03	2.0%	1.8	1.5	9.5
N#Cc1ccccc1Sc1ccccc1C(=O)OCc1nnc(-c2ccccc2)o1	-1.0	6.3	1.06	36.1	0.99	6.0%	1.6	4.5	12.9
NC(=O)CSc1nnc(CNc2cccc(Cl)c2)n1CCc1ccccc1	3.5	-6.4	1.06	10.7	1.04	7.0%	-5.4	2.8	3.6
CCCc1cc(C(=O)OC)c(NC(=O)OCC)s1	1.8	7.6	1.05	22.5	1.02	5.0%	7.4	0.5	-7.6
CCn1c(C(=O)Nc2ccsc2C(=O)OC)cc2sc(Cl)cc21	-8.4	2.3	2.15*	11.8	1.12	13.0%[fluoresces]	7.1	-6.6	20.7
Cc1ccc2oc(=O)c3cc(C(=O)N4CCN(c5ncccn5)CC4)sc3c2c1	1.5	1.2	2.07*	-7.3	1.14	11.0%[fluoresces]	1.5	7.0	8.5
CCOC(=O)CSc1nnc(-c2ccco2)n1-c1ccc(C)cc1	0.6	-1.8	1.17	6.9	1	4.0%	0.0	4.1	10.6
Cc1coc(C)c1C(=O)CC1(O)C(=O)Nc2cc(Cl)cc(Cl)c21 (stereo unspecified)	6.0	11.4	1.13	15.2	1.02	9.0%	3.8	-5.8	22.0
O=C1c2ccccc2OCOc2ccccc21	-3.3	10.8	1.13	-4.2	1.01	2.0%	9.1	7.4	2.1
Cc1ccc(C(=O)OCc2cc3ccccc3[nH]c2=O)cc1	-6.3	1.1	1.29	9.7	1.09	3.0%	-6.7	28.3*	24.1
O=C1OCC(c2ccccc2)=C1c1ccc(S(=O)(=O)N2CCOCC2)s1	0.5	-1.3	1.12	3.7	1.04	5.0%	0.2	3.6	17.6
CCOc1ccc(C2N(c3cc(C)on3)C(=O)C3CCCN32)cc1OC (stereo unspecified)	1.1	7.3	1.09	-21.5	1.03	5.0%	3.6	5.2	-0.2
CS(=O)(=O)N1CCc2cc(-c3csc(NCC4CCCO4)n3)ccc21 (stereo unspecified)	-3.2	5.2	1.21	17.6	1.06	2.0%	-3.1	-0.7	0.7
CCP(=O)(CC)c1cccc(N)c1	0.2	2.6	1.06	11.3	1.02	4.0%	3.8	2.7	8.2
Cc1ccc(C2CC(c3ccc(Cl)cc3)n3nc(N)nc3N2)cc1 (stereo unspecified)	1.9	-0.8	1.16	22.8	1.04	4.0%	2.1	7.6	13.6
Cc1cccc(N=C2NC(=O)/C(=C3/C(=O)N(C)c4ccccc43)S2)c1C	8.0	6.5	1.06	45.3	1.08	8.0%	6.3	-0.7	6.1
CCN(CC)C(=O)C(C)N(C#N)c1nc(NC(C)C)nc(NC(C)C)n1 (stereo unspecified)	-3.0	-1.8	1.03	3.2	1.02	7.0%	x	x	9.6
Cn1c(-c2cccc(Br)c2)cnc1NCc1cccnc1	6.1	-2.9	1.08	8.1	1	6.0%	3.8	5.6	14.0
CCOC(=O)Cc1c(C)nc2c(-c3ccccc3)c[nH]n2c1=O	-40.6[fluorescence artefact?]	7.3	2.24*	11.6	1.1	6.0%[fluoresces]	x	x	19.9
Cc1cnc(NC(=O)CSc2nnc(-c3ccccc3)o2)s1	6.4	10.8	1.1	25.5	1.02	10.0%	6.5	-7.0	-24.8
CC1=Nc2ccccc2NC(=O)C1Sc1nnc(C)s1 (stereo unspecified)	5.0	-0.7	1.18	12.6	1.02	1.0%	-8.8	1.3	6.4
CN1CCN(C(=O)c2cnn(-c3ccccc3)c2NC(=O)c2ccccc2F)CC1	5.6	-5.3	1.08	-2.2	1.01	1.0%	-7.0	-12.3	17.6
Cn1c(/C(C#N)=C(\O)c2ccc(S(=O)(=O)N3CCCCC3)cc2)nc2ccccc21	-2.0	8.5	1.04	-7.9	1.09	3.0%	4.4	-2.1	-5.1
C=CCn1c(SCCC#N)nnc1-c1ccncc1	3.0	-6.1	1.03	2.4	1.06	10.0%	x	x	27.1
COc1ccc(N2C(=O)CCC2=O)cc1	0.9	6.2	1.07	-10.0	1.04	1.0%	4.3	-2.0	-0.2
O=C(CSc1nnc(-c2ccccn2)n1Cc1ccccc1)NC1CCCC1	-8.3	0.8	1.22	13.4	0.99	2.0%	4.0	-7.2	8.1
O=C(CSc1n[nH]c(-c2ccco2)n1)Nc1sc2c(c1C(=O)Nc1ccccc1)CCCC2	1.6	5.9	1.07	14.3	0.99	2.0%	5.2	-0.6	9.7
O=C(O)c1cc(/C=N\O)ccc1OCc1ccccc1	-3.0	1.1	1.07	-8.0	1.01	4.0%	1.5	1.5	19.9
O=C(O)C1C2C=CC(C2)C1C(=O)NCCC1=CCCCC1 (stereo unspecified)	-4.3	5.4	0.98	-10.2	1.02	3.0%	0.2	5.3	10.8
Cn1c(=O)c2c(ncn2CC(=O)NCc2cccnc2)n(C)c1=O	7.2	7.9	1.11	-7.5	1.03	2.0%	2.6	-0.7	14.0
Cc1oc(-c2ccc3c(c2)OCCO3)cc1C(=O)O	-8.5	-1.1	1.17	5.7	1.05	0.0%	-24.0	1.6	25.7
O=C(CCCCn1c(=O)[nH]c2ccccc2c1=O)NCCc1c[nH]c2ccccc12	1.8	12.2	1.11	9.6	1.02	10.0%	7.5	7.2	6.8
CCOC(=O)N1CCc2c(sc3c2C(=O)NC(c2ccc(-c4ccc(Cl)cc4)o2)N3)C1 (stereo unspecified)	-6.2	11.7	1.26	3.1	1.04	6.0%	3.0	-0.4	-1.2
Cn1nc(C(=O)NC2CCCCCC2)ccc1=O	2.4	5.6	1.01	-17.3	0.97	3.0%	-0.4	1.8	6.0

Ordered by SMILES length (smallest number first): three of the compounds above
SMILES	MMP-13 inhibitor	PKA kinase inh	Fluor 339 460	tolC growth inh	Abs 340nm	NADH enzymes	ROCK2 inh	JNK3 inh	HEK293 NFkB inh
Cc1oc(-c2ccc3c(c2)OCCO3)cc1C(=O)O	-8.5	-1.1	1.17	5.7	1.05	0.0%	-24.0	1.6	25.7
O=C(O)C1C2C=CC(C2)C1C(=O)NCCC1=CCCCC1 (stereo unspecified)	-4.3	5.4	0.98	-10.2	1.02	3.0%	0.2	5.3	10.8
CCOC(=O)N1CCc2c(sc3c2C(=O)NC(c2ccc(-c4ccc(Cl)cc4)o2)N3)C1 (stereo unspecified)	-6.2	11.7	1.26	3.1	1.04	6.0%	3.0	-0.4	-1.2
